PABP1 MLLE inh: blocks PAM2 peptide binding to the PABP1 MLLE domain | P11940 | GST-MLLE / FITC-PAM2 fluorescence polarization | inhibition, % at 20 µM | 360,000 compounds, 0.36% hits; in the data active = inhibition above about 35%, passing the limit was not always enough;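 note: plate controls were DMSO wells with GST-MLLE for no effect and wells lacking GST-MLLE protein for full effect; some results filed as inactive read as strong as hits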
CSN inh: blocks human CSN-mediated cullin deneddylation. Q92905. Purified CSN, SCF-Nedd8-OG deneddylation, fluorescence polarization. inhibition, % at 12.5 µM. 360,000 compounds, 0.38% hits. AID 651999;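 active = pattern-corrected inhibition above about 35%, with an unprinted fluorescence ratio check between 0.5 and 1.5, limit read from the data, passing the limit was not always enough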;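 note: 0% = enzyme with substrate and 100% = substrate without enzyme; some results filed as inactive read as strong as hits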
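Material: purified human Csn5 enzyme expressed in HEK293T cells / Medium: Tris buffer pH 7.5, NaCl, DTT, Tween-20, trehalose, ovalbumin / Compound dosing: 12.5 µM single point / Schedule: 90 min incubation of compound, enzyme and substrate at room temperature / Signal: fluorescence polarization of the substrate / Control set: no-enzyme wells high, enzyme-with-substrate wells low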
bovine MsrA act: activates bovine MsrA enzyme; purified bovine MsrA, absorbance read-out; activation, % at 10.6 µM; 360,000 compounds, 0.3% hits; in the data active = activation above about 7.5%;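 note: 0% = vehicle and 100% = reference activator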
E coli Lon inh: E. coli protease La inhibition | purified E. coli Lon protease, fluorescence polarization | P0A9M0 | inhibition, % at 7.94 µM | 360,000 compounds, 0.42% hits; in the data active = inhibition above about 13%, passing the limit was not always enough;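 note: 0% = enzyme with probe and DMSO and 100% = no enzyme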
MsrA inh: inhibitors of bovine MsrA; inhibition, % at 15.5 µM; AID 651718; purified bovine MsrA, absorbance read-out; 360,000 compounds, 0.75% hits; in the data active = inhibition above about 4.5%;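 note: 0% = vehicle wells with enzyme and 100% = reference inhibitor wells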
MT1-MMP act inh: blocks activation of human MT1-MMP; P50281; GFP/RFP ratio change, % at 20 µM; 360,000 compounds, 0.061% hits; HT1080 RFP-PRO-GFP cells, GFP/RFP ratio fluorescence, overnight; percent of plate control window, DMSO zero;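 active = GFP/RFP ratio change of at least 30% with cell ATP level not reduced by more than half and red fluorescence within 50% of control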; note: strong numbers were not always called active
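Test system: HT1080 cells expressing an RFP-PRO-GFP fluorescent reporter construct / Compound dosing: single-point 20 µM compound, 1% DMSO / Schedule: cells overnight before dosing, compound overnight, 37 °C, 5% CO2 / Evaluation: GFP/RFP fluorescence ratio / Control set: DMSO and RFP-L50D-GFP cell wells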
Rpn11 block: blocks the human proteasome subunit Rpn11; O00487; human 26S proteasome, Ub4-pepOG fluorescence polarization; 20S core pre-blocked with epoxomicin; calls only at 20 µM; 360,000 compounds, 0.59% hits; AID 588493;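 active = inhibition at 20 µM, scaled to each plate's controls, above about 33%, limit read from the data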
Rin1 Abl inh: blocks binding of human Rin1 to Abl; P00519+Q13671; TR-FRET Rin1/Abl binding, biochemical; 360,000 compounds, 0.4% hits; inhibition, % at 7.35 µM; AID 588664; in the data active = inhibition above about 5%, passing the limit was not always enough
FAS TE block: inhibitors of human fatty acid synthase thioesterase domain. recombinant FAS-TE, OMFH fluorogenic substrate, fluorescence endpoint. 360,000 compounds, 0.67% hits. AID 602261. inhibition, % at 15 µM;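 active = compounds whose normalised, plate-corrected inhibition of enzyme fluorescence in the single-dose primary screen is 50% or more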;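 note: 0% = DMSO with enzyme and 100% = substrate without enzyme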
* hit, by the source's call; i = inactive; . = no result given.

SMILES	PABP1 MLLE inh	CSN inh	bovine MsrA act	E coli Lon inh	MsrA inh	MT1-MMP act inh	Rpn11 block	Rin1 Abl inh	FAS TE block
Oc1ccc(N=Nc2cccc(Cl)c2)cc1C=Nc1ccc(N2CCOCC2)cc1	-4	7	3	11	0.7	18	i	1	6
COc1ccc(N2CCN(CC(=O)Nc3sccc3C#N)CC2)cc1	-10	-14	-6	-7	-0.4	3	i	4	-9
C[n+]1c(/C=C/c2ccc(O)cc2)ccc2ccccc21	-156	10	0	-38	0.1	3	i	-25	-3
O=C(CSc1nc(-c2ccccc2Cl)ns1)Nc1ccc2c(c1)OCO2	3	-16	-1	2	-0.4	1	i	-1	18
COc1ccccc1C(=O)Nc1ccc2nc(SCC(=O)N(C)C)sc2c1	-11	0	-5	-1	0.2	2	i	2	-6
COc1ccc(C2C(C(=O)Nc3ccccc3)=C(C)N=C3SCC(=O)N32)cc1 (stereo not given)	22	1	0	6	-0.2	2	i	0	-32
CS(=O)(=O)c1cccc(-c2ccc3nncn3c2)c1	0	-3	-2	1	-0.4	9	i	-3	-11
O=P(O)(Cc1ccccc1)c1ccccc1	4	3	0	2	0.3	3	i	3	-7
Cc1cccc(S(=O)(=O)N(C)C[C@H]2OCc3cnnn3CCCC(=O)N([C@H](C)CO)C[C@H]2C)c1	-2	5	0	-7	-0.1	3	i	1	-6
CCOC(=O)CCC(=O)N1CCNC(=O)C1	3	4	0	-7	-0.5	0	i	1	-6
Cc1c(C(=O)OCC(=O)NCc2ccccc2)oc2ccccc12	-8	6	-6	14	-0.2	8	i	1	1
O=C(O)c1ccccc1NS(=O)(=O)c1cccc(C(F)(F)F)c1	7	0	-6	4	-1.7	6	i	2	-7
CC(C)(C)c1cc(/C=N/O)cc(C(C)(C)C)c1O	3	-10	-3	2	2.6	-16	i	-2	-7
CCC(=O)Nc1cc(C(=O)O)ccc1Sc1ccc(C)cc1	-6	-1	-2	7	0.2	-3	i	0	-8
Cc1csc2nc(COC(=O)c3cccc(N(C)C)c3)cc(=O)n12	2	0	-5	-2	1.4	-1	i	3	5
COc1cc(/C=N/NC(=O)C(=O)/C=C2\NC(C)(C)Cc3ccccc32)ccc1O	-5	0	-2	-21	2.2	-6	i	-6	0
CC(C)Cc1cc(C(=O)N2CCCC(CO)(Cc3ccc(F)cc3F)C2)n[nH]1 (stereo not given)	2	-6	1	-3	-1.1	3	i	-6	-2
Cc1ccccc1-c1nc(CN2CCC(C(=O)NCc3cccs3)CC2)c(C)o1	7	0	1	2	-0.2	4	i	-2	2
CCc1nnc(NC(=O)c2ccc(-c3cc(C(F)(F)F)ccc3Cl)o2)s1	-5	-3	-3	6	-1.1	-2	i	0	-3
COc1ccc(C(=O)C2CCCN(Cc3ccc(C#CCCO)cc3)C2)c(OC)c1 (stereo not given)	-4	-1	-3	9	-0.3	3	i	2	1
CC(C)OC(=O)CC1=NC(=O)CS1	4	2	3	-4	-0.3	6	i	-2	-4
CCc1nc2ccc(C(=O)N(CC)CCN(C)C)cn2c1N(C)Cc1cccs1	0	2	-9	-1	0.0	-7	i	-2	-7
CC(=O)N1CCc2c(sc(NC(=O)CCS(=O)(=O)c3ccccc3)c2C#N)C1	3	4	-3	-4	-0.6	-2	i	2	-7
Cc1cc(OC(=O)c2cccc(Br)c2)c([N+](=O)[O-])c(=O)[nH]1	-4	-2	-9	-6	-0.8	3	i	0	-10
CCOC(=O)C1CCN(C(=O)c2ccc(S(=O)(=O)Nc3ccccc3Cl)cc2)CC1	5	-6	-9	-8	1.8	9	i	2	1

In the list so far, these have a cyano group.
SMILES	PABP1 MLLE inh	CSN inh	bovine MsrA act	E coli Lon inh	MsrA inh	MT1-MMP act inh	Rpn11 block	Rin1 Abl inh	FAS TE block
COc1ccc(N2CCN(CC(=O)Nc3sccc3C#N)CC2)cc1	-10	-14	-6	-7	-0.4	3	i	4	-9
CC(=O)N1CCc2c(sc(NC(=O)CCS(=O)(=O)c3ccccc3)c2C#N)C1	3	4	-3	-4	-0.6	-2	i	2	-7

(further entries)
SMILES	PABP1 MLLE inh	CSN inh	bovine MsrA act	E coli Lon inh	MsrA inh	MT1-MMP act inh	Rpn11 block	Rin1 Abl inh	FAS TE block
Cc1n[nH]c(=O)n1-c1ccc(Oc2ccccc2)cc1	12	3	3	7	-0.4	-7	i	3	-2
Cn1cnnc1SCC(=O)Nc1ccc2ccccc2c1	-18	-3	-2	14*	-0.6	-3	i	-2	-8
O=c1[nH]c(CSc2nnc(-c3ccccc3)n2C2CCCCC2)nc2ccccc12	-33	4	1	-1	-0.5	2	i	2	-1
COC(=O)N(C)c1nc2ccccc2s1	1	-3	-5	-1	0.0	2	i	-2	-6
Cc1c(Cl)c([N+](=O)[O-])nn1CCCC(=O)Nc1c(Cl)cccc1Cl	-7	-1	-2	-1	0.4	1	i	-2	11
C=CCOc1ccc(C2NC(=O)NC(C)=C2C(=O)OC)cc1 (stereo not given)	-4	2	-11	-11	-0.4	-8	i	3	-2
CCCC(C(=O)NC1CCCC1)N(C(=O)c1snc(C(N)=O)c1N)c1ccc(OCC)cc1 (stereo not given)	-19	-3	-2	-1	-1.0	1	i	4	14
COc1cc(C(=O)Nc2ccc(OCC(=O)N3CCOCC3)cc2C)cc(OC)c1OC	2	5	-1	-13	0.1	2	i	-5	-2
COC(=O)CC1(c2ccc(OC)cc2)C(=O)c2ccccc2C1=O	-2	-1	-3	-6	0.9	1	i	-1	3
Cc1nn(CC(=O)N2CCN(c3ccccn3)CC2)c(=O)c2cc3sccc3n12	-6	0	-2	1	.	3	i	1	-5
Cc1noc(C)c1C(=O)Nc1nc2ccc(S(C)(=O)=O)cc2s1	-23	-2	-4	-8	3.4	-2	i	-2	-4
O=C(Nc1cccc(C(=O)Nc2ccccc2F)c1)c1ccccc1	-5	1	-2	-2	-0.4	-1	i	-3	3
CCN(CC(=O)Nc1ccc(OC)cc1)CC(=O)Nc1ccc(Br)cc1F	4	3	0	5	0.8	1	i	1	5
O=C(c1cc(Cl)nc2ccccc12)N1CCN(S(=O)(=O)c2cccc(F)c2)CC1	-3	4	-6	4	0.1	-5	i	6	2
Nc1nc2cc(Cl)ccc2n1N	-5	-3	-2	-8	0.0	5	i	-2	0
CC1(C)C(C(N)=O)C(=O)NC(=O)C1C(N)=O (stereo not given)	2	-2	-3	-8	-0.1	-2	i	0	-10
CCC(C)[C@H](NC(=O)c1cc2cc(Cl)ccc2n1C)C(=O)N1CCC(C(=O)O)CC1 (stereo not given in full)	-14	-1	-2	2	0.2	-3	i	-9	-1
O=C1CSC(=S)N1N=Cc1ccc(Cl)cc1Cl	24	-3	-9	-35	3.2	-3	i	0	2
NC(=O)CSc1nnc(Cn2c(=O)sc3ccccc32)n1CCc1ccccc1	-106	-4	-4	1	0.4	-3	i	0	-7
Cc1ccccc1OCc1nnc(SCC(=O)O)n1Cc1ccccc1	-89	1	0	-1	-1.1	1	i	1	-4
O=C(COC(=O)c1c2c(nc3ccccc13)CCCCC2)c1ccc(Cl)s1	4	-1	-8	-7	-0.7	-1	i	2	14
Cc1cc(Cl)ccc1C(O)c1ncc(-c2ccccc2Cl)[nH]1 (stereo not given)	4	-2	-3	-5	-0.7	1	i	-4	8
COc1ccccc1C(=O)NC(C)c1nc2ccccc2[nH]1 (stereo not given)	0	6	-2	-4	0.5	1	i	-2	-5
O=C(N/N=C/c1coc2ccccc2c1=O)c1cc(Br)ccc1O	-73	27	-1	3	0.8	-4	i	3	13
O=C(Cn1ncc2c([nH]c3ccccc32)c1=O)NCC1CCN(Cc2ccc(F)cc2)CC1	-8	2	-9	-2	-0.2	-4	i	1	-11
SMILES	PABP1 MLLE inh	CSN inh	bovine MsrA act	E coli Lon inh	MsrA inh	MT1-MMP act inh	Rpn11 block	Rin1 Abl inh	FAS TE block
CCOc1ccccc1C(=O)Nc1nnc(C(C)C)s1	-3	2	0	-1	-0.1	-2	i	-3	4
Cc1ccc(C(=O)NNC(=O)c2ccccc2O)cc1S(=O)(=O)N1CCCCC1	6	-3	-4	-13	0.8	-1	i	0	10
C[C@H](CO)N1C[C@H](C)[C@@H](CN(C)S(=O)(=O)c2cccs2)Oc2c(NC(=O)c3ccncc3)cccc2C1=O	5	-3	0	1	0.6	-1	i	1	-9
COc1ccc(C(=O)Nc2nnc(S(=O)(=O)Cc3ccc(F)cc3)s2)cc1	-2	0	-6	5	1.0	-2	i	-3	-2
COc1cccc(Oc2nc(N)ncc2[N+](=O)[O-])c1	-4	-2	-3	-1	0.8	0	i	2	-8
CC(C)P(=O)(c1cccc(C(=O)O)c1)C(C)C	0	-6	-3	-9	-1.7	4	i	-3	-14
CSc1ncc(C(=O)Nc2ccc(C(C)=O)cc2)c(-c2ccccc2)n1	-8	-1	-4	-3	-0.4	0	i	1	3
CC(CCN1CCC(CN2C(=S)NCC2Cc2ccccc2)CC1)c1ccccc1 (stereo not given)	-45	2	-4	-6	0.9	5	i	-3	-13
Cc1ccccc1NC(=O)N1CCCC1C(=O)NCc1cccs1 (stereo not given)	-7	3	0	2	-0.9	1	i	1	-12
O=C(Nc1ccc(Cl)c(S(=O)(=O)N2CCCCC2)c1)c1cccnc1	12	3	-14	2	0.8	.	i	7	5
O=C(NCC1CCCO1)c1ccc(Oc2ccc([N+](=O)[O-])cc2Cl)cc1 (stereo not given)	5	-4	-13	3	0.6	1	i	1	-6
COC(=O)C(C)NC(=O)C(C)NC(=O)OCc1ccccc1 (stereo not given)	-1	3	-7	5	-0.3	1	i	0	-3
CS(=O)(=O)N1CCN(c2nc(-c3ccccc3)cs2)CC1	6	-4	1	-7	-0.1	15	i	5	19
C=CCN1c2ccccc2[C@]23C[C@@H](C(=O)OC)N(C(=O)c4ccco4)C2=NC(C(=O)OC)=C(C(=O)OC)[C@H]13	-4	4	-1	-5	0.7	-3	i	3	2
CCc1ccc2oc(C(=O)N3CCN(C)CC3)cc(=O)c2c1	-5	1	-1	-3	-0.6	5	i	3	-6
CCc1noc(C)c1C(=O)NCCc1ccc(S(N)(=O)=O)cc1	-34	3	-2	-1	-0.7	6	i	-5	-4
CC(=O)c1ccc[n+](CC(=O)NC(C)c2ccccc2)c1 (stereo not given)	-75	2	-5	11	0.2	-8	i	-1	-2
CC(=O)Nc1ccc(C(=O)N/C(=C/c2ccccc2)C(=O)NCc2ccco2)cc1	-8	2	-2	-19	0.9	-1	i	0	-4
O=C1c2ccccc2C(=O)N1Cc1cc(-c2ccccc2)no1	0	0	-2	-7	-0.7	-9	i	3	25
CC1CN(C(=O)COC(=O)c2cc(S(N)(=O)=O)c(Cl)cc2Cl)CC(C)O1 (stereo not given)	3	-1	-3	0	0.3	-4	i	1	0
CCCCOCCCNC(=O)Cc1ccccc1OC	4	0	-2	-6	-0.8	-1	i	5	-3
Nc1nc(N)c2c(ccc3nccc32)[nH]1	9	-2	-11	3	1.2	1	i	-3	-6

Pulled by compound from the entries so far (five):
SMILES	PABP1 MLLE inh	CSN inh	bovine MsrA act	E coli Lon inh	MsrA inh	MT1-MMP act inh	Rpn11 block	Rin1 Abl inh	FAS TE block
CC1(C)C(C(N)=O)C(=O)NC(=O)C1C(N)=O (stereo not given)	2	-2	-3	-8	-0.1	-2	i	0	-10
CC(C)P(=O)(c1cccc(C(=O)O)c1)C(C)C	0	-6	-3	-9	-1.7	4	i	-3	-14
COc1ccc(C(=O)C2CCCN(Cc3ccc(C#CCCO)cc3)C2)c(OC)c1 (stereo not given)	-4	-1	-3	9	-0.3	3	i	2	1
Cc1cc(Cl)ccc1C(O)c1ncc(-c2ccccc2Cl)[nH]1 (stereo not given)	4	-2	-3	-5	-0.7	1	i	-4	8
CCN(CC(=O)Nc1ccc(OC)cc1)CC(=O)Nc1ccc(Br)cc1F	4	3	0	5	0.8	1	i	1	5
